# Screens as filed in PubChem.
# Efflux pump mplx = inhibitors of Candida antifungal efflux pumps expressed in yeast; 330,000 compounds, 0.44% hits; inhibition, % at 10 µM; S. cerevisiae Candida pump triplex, Nile Red efflux;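 active means plate passing quality check with inhibition over a set limit, or well fluorescence over plate mean plus 4 SD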;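 further: Nile Red retained in pooled yeast measured as flow cytometry median fluorescence; 0% = buffer negative control and 100% = Enniatin B positive control; higher means more Nile Red kept so more efflux inhibition; some compounds called inactive have numbers as strong as hits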
# CIT2 TOR yeast = modulators of TOR pathway CIT2-GFP in S. cerevisiae. S. cerevisiae CIT2-GFP strain, flow cytometry, 3 h; 100 means same as DMSO wells. GFP response vs DMSO, % at 10 µM. 320,000 compounds, 0.065% hits. AID 2029;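 active means GFP response relative to DMSO above a set limit, near the screen mean plus 3 SD, cut at about 150% in these data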;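 further: ratio of well median GFP fluorescence to mean of DMSO wells on the plate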
# AHR activator = human AHR activation. AHR-responsive luciferase reporter cells, luminescence. activation, % at 5 µM. 320,000 compounds, 2.5% hits; in the data active means activation above about 47%;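 further: 0% = vehicle wells and 100% = reference agonist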
# Target sequence (P35869 whole entry, looked up): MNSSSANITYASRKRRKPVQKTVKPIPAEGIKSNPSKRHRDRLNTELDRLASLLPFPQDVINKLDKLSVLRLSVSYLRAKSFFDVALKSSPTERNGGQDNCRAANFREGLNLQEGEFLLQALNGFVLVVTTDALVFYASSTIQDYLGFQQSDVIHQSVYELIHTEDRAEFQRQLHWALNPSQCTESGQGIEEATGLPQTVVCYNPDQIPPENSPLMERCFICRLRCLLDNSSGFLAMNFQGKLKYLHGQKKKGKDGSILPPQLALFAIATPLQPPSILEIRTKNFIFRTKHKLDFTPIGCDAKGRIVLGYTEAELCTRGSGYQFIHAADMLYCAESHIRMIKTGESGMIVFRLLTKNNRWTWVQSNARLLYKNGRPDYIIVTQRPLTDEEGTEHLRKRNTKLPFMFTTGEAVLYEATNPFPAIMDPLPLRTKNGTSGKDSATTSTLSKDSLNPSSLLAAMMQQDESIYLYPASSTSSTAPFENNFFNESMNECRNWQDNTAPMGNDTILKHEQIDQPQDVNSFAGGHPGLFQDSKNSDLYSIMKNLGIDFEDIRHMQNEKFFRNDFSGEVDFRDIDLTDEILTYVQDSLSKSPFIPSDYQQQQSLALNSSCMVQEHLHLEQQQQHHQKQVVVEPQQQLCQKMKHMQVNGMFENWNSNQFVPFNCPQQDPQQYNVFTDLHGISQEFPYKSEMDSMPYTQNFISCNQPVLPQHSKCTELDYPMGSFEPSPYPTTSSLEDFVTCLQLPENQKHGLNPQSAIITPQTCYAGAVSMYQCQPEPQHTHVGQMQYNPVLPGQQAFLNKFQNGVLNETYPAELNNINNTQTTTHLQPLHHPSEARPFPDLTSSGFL
# CR mimetic SO = yeast age-related superoxide inhibition as caloric restriction mimetic | S. cerevisiae aged cells, superoxide DHE fluorescence; active compounds read low | superoxide response (% of plate mean), % at 10 µM | 330,000 compounds, 0.18% hits | AID 2690;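 active means superoxide response under a set limit, about three screen SD below normal, cut at about 65% in these data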;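 further: yeast aged for seven days with compound at 30 °C before DHE staining; 100% = average MFI of all compound-treated wells on the plate with controls excluded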
# LAP4-GFP MLPCN = modulators of TOR pathway LAP4-GFP in S. cerevisiae. 320,000 compounds, 0.34% hits. GFP response vs DMSO, % at 10 µM. S. cerevisiae LAP4-GFP multiplex, flow cytometry GFP, 3 h; median GFP as percent of DMSO wells;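 active means GFP response vs DMSO above a set limit, about the screen mean plus 3 SD, cut at about 150% in these data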
# AGP1 TOR yeast = alters AGP1-GFP fluorescence in TOR pathway yeast screen; GFP response vs DMSO, % at 10 µM; S. cerevisiae AGP1-GFP multiplex flow cytometry, 3 h; GFP as percent of DMSO wells; 320,000 compounds, 0.02% hits;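 active means GFP response relative to DMSO above a set limit, near screen average plus 3 SD, cut at about 150% in these data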;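 further: median GFP channel fluorescence of the gated AGP1 strain per well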
# MEP2 TOR yeast = alters MEP2-GFP fluorescence in TOR pathway yeast screen; S. cerevisiae MEP2-GFP strain, flow cytometry GFP, 3 h; 100% = DMSO control level; GFP response vs DMSO, % at 10 µM; 330,000 compounds, 0.51% hits;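 active means GFP response versus DMSO above a set limit, roughly screen mean plus 3 SD, cut at about 180% in these data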;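 further: median GFP fluorescence of the barcode-gated MEP2-GFP cells per well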
# RPL19A-GFP yeast = modulators of TOR pathway RPL19A-GFP in S. cerevisiae; 330,000 compounds, 0.3% hits; percent response vs DMSO, % at 10 µM; S. cerevisiae RPL19A-GFP strain, flow cytometry, 3 h; active compounds read low; AID 2025;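 active means percent response vs DMSO below 50%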;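 further: median channel GFP fluorescence of the barcoded RPL19A-GFP strain; ratio of sample median GFP to plate DMSO average so 100% = DMSO; lower means less RPL19A-GFP as with rapamycin TOR inhibition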
# An asterisk follows results filed as active; nt = not tested or not shown. Not a hit list; 3.9% or so of the library scored in one or more.
SMILES,Efflux pump mplx,CIT2 TOR yeast,AHR activator,CR mimetic SO,LAP4-GFP MLPCN,AGP1 TOR yeast,MEP2 TOR yeast,RPL19A-GFP yeast
Cc1cc(C)n(-c2ccc(F)cc2)c(=O)c1C#N,-0.1,100.5,-2.8,100.5,89.9,98.9,102.6,100.8
CC1(C)CC(=O)C/C(=N\NC(=O)Cc2ccccc2)C1,-0.1,94.6,-1.3,92.3,93.4,97.8,98.8,96.5
O=C(c1ccc(N2CCOCC2)c([N+](=O)[O-])c1)N1CCN(c2ccccc2F)CC1,0.0,101.3,-3.8,106.8,96.0,95.2,96.1,92.9
COc1ccccc1C(=O)Nc1nnc(S(=O)(=O)N2CCCCC2)s1,-0.5,105.4,-3.9,99.7,103.3,97.2,103.1,96.1
CC(Sc1ncnc2ccccc12)C(=O)Nc1ccc2c(c1)OCO2 (configuration not stated),0.1,81.2,51.2*,98.6,95.6,nt,88.6,91.8
CC(C)c1ccccc1NC(=O)c1cccc(NC(=O)c2ccccc2)c1,-0.2,96.7,15.3,94.2,95.0,109.5,104.8,94.9
Cc1nn(C)c(C(=O)N/N=C/c2ccncc2)c1Cl,-0.1,103.9,2.0,94.5,112.1,101.8,99.9,100.2
O=C(COc1cc(O)c2c(=O)cc(-c3ccccc3)oc2c1)c1ccccc1,0.1,108.0,0.2,93.8,105.8,nt,105.7,104.5
C=CCn1c(-c2cccc(OC)c2)n[nH]c1=S,-0.4,94.1,1.9,101.9,84.6,87.7,99.9,89.7
O=C(OCC(=O)N1CCCc2ccccc21)c1cccnc1Cl,0.0,103.2,1.4,80.8,91.2,101.8,101.5,104.7
Cc1cccc(CN2CCN(Cc3cccc4nonc34)CC2CCO)n1 (configuration not stated),-0.1,103.1,1.1,96.9,100.5,102.5,97.9,98.9
CCOC(=O)c1cncc(C#CCOC(=O)Nc2ccc(OC(F)(F)F)cc2)c1,-0.2,107.2,8.1,106.0,124.9,107.6,102.6,102.0
COc1ccc(N(CC(=O)NC2CCCCC2)S(=O)(=O)c2cccnc2)cc1,0.1,105.2,-0.7,92.9,103.8,106.7,110.0,102.3
CCOc1ccc(NC(=O)CN(C)C(=O)CCNC(=O)c2ccc(Br)cc2)cc1OCC,-0.2,113.9,3.5,101.4,103.7,108.2,104.2,97.2
CC(=O)c1ccc(N2CCN(c3ccc(C(F)(F)F)cn3)CC2)cc1,0.0,96.2,-2.1,104.0,102.4,97.8,101.3,100.6
CC1=Nc2cc(C(=O)N3CCCC3)ccc2Sc2ccc(C)cc21,0.1,90.8,-0.9,103.5,101.2,96.7,93.6,98.0
CCCCn1c(N)c(N(CC(C)C)C(=O)CC2CCCCC2)c(=O)[nH]c1=O,-0.1,103.8,-0.8,103.9,109.9,105.4,105.0,101.7
CCc1ccc(N(C(=O)c2csnn2)C(C(=O)NC2CCCCC2)c2ccncc2)cc1 (configuration not stated),0.1,109.3,3.1,97.9,97.7,103.5,97.7,99.8
Cn1c(COc2ccccc2)nnc1SCC(=O)NCc1ccccc1,0.1,111.5,-1.6,87.3,110.8,115.2,110.6,112.7
CCc1cc(C(=O)N(Cc2ccccc2)c2c(N)n(CCOC)c(=O)[nH]c2=O)sc1C,0.1,93.6,-2.4,98.9,115.5,107.9,96.0,91.6
Nc1ccccc1S(N)(=O)=O,0.0,85.9,-1.9,96.4,105.5,88.4,98.6,103.1
O=C(OCC(=O)N1CCCC1)c1ccccc1OCc1ccccc1,-0.1,122.4,2.1,106.2,113.4,57.3,105.5,93.4
Cc1cc(C)n(CCOc2ccc(Cl)cc2Cl)n1,0.1,94.5,-2.2,99.9,95.9,96.3,104.6,97.7
CC1(C)C(=O)CC[C@]2(C)C3C(=O)C=C4[C@H]5C[C@@](C)(C(=O)O)CC[C@]5(C)CC[C@]4(C)[C@]3(C)CC[C@@H]12 (some centres not stated),0.0,94.6,3.1,96.5,105.5,90.4,97.3,103.9
O=C(COC(=O)C12CC3CC(CC(Br)(C3)C1)C2)Nc1cccc(S(=O)(=O)N2CCOCC2)c1,0.5,107.0,-1.5,90.3,94.8,102.0,104.0,96.1
O=C(O)CCNC1C=CS(=O)(=O)C1 (configuration not stated),-0.1,117.2,0.8,98.0,110.9,105.2,114.7,103.5
O=S(=O)(c1cccs1)N1CN(Cc2ccco2)c2nc3ccccc3nc21,0.7*,86.3,17.4,97.5,112.4,92.2,105.4,94.8
CCOC(=O)c1nnn(-c2nonc2N)c1COc1c(C=O)cccc1OC,0.1,95.7,1.2,91.7,97.7,99.8,99.5,95.7
Cc1ccc(OCC(=O)N2CCN(c3nnc(-c4ccc(C)cc4)c4ccccc34)CC2)cc1,0.1,77.7,-2.0,89.1,126.9,86.8,94.2,89.3
COC(=O)C1C(=O)C=C(Nc2ccc(F)cc2F)CC1c1ccc(OC)cc1 (configuration not stated),0.0,104.2,-0.2,104.3,97.3,100.1,106.2,102.9

# Look-ups from the list.
# Result of COC(=O)C1C(=O)C=C(Nc2ccc(F)cc2F)CC1c1ccc(OC)cc1 (configuration not stated) in LAP4-GFP MLPCN: 97.3
# Result of O=C(O)CCNC1C=CS(=O)(=O)C1 (configuration not stated) in RPL19A-GFP yeast: 103.5

# Additional structures follow:
SMILES,Efflux pump mplx,CIT2 TOR yeast,AHR activator,CR mimetic SO,LAP4-GFP MLPCN,AGP1 TOR yeast,MEP2 TOR yeast,RPL19A-GFP yeast
CCCC(=O)Nc1nc2ccc(NC(=O)c3c(F)c(F)c(OC)c(F)c3F)cc2s1,-0.1,95.0,-0.4,114.5,104.5,102.6,96.7,96.9
CC1(CCc2ccccc2)NC(=O)N(Cc2nnc(-c3ccccc3Br)o2)C1=O (configuration not stated),-0.1,102.7,-0.9,96.3,102.5,100.9,101.6,97.4
CC(=O)Nc1ccc(S(=O)(=O)NCCN2CCOCC2)cc1,0.0,107.4,-2.1,98.7,102.3,103.5,104.3,98.4
COc1ccc(Cc2nc(-c3ccc(Cl)cc3)no2)cc1,0.0,98.0,11.2,101.7,94.9,101.2,105.9,98.7
O=C(NCC(=O)N(c1ccccc1)C(C(=O)NC1CCCC1)c1ccncc1)c1ccco1 (configuration not stated),0.2,92.8,-0.6,78.1,96.8,103.3,96.5,94.7
O=[N+]([O-])c1nn(-c2ccc3c(c2)OCCO3)n(O)c1=NC1CCCC1,-0.2,96.3,9.8,103.3,106.7,91.9,99.5,98.3
Cn1cccc1/C=C1\CC(C(C)(C)C)C/C(=C\c2cccn2C)C1=O (configuration not stated),-0.1,99.0,-0.9,92.4,115.3,96.8,104.8,96.8
COc1ccc(Nc2nc(N3CCN(C)CC3)nc3ccccc23)c(OC)c1,0.0,97.9,10.1,81.7,100.8,88.5,91.2,94.5
CCc1ccc(NC2=CC(=O)CC(C)(C)C2)cc1,-0.3,102.9,8.5,103.8,97.5,103.2,94.3,100.9
CCOc1ccccc1NC(=O)C1CCC(=O)N1S(=O)(=O)c1ccc(C)cc1 (configuration not stated),-0.1,98.2,nt,102.9,87.9,94.6,106.1,109.2
COc1cccc(OC)c1OCCNCCO,0.1,96.2,1.0,94.3,136.9,87.3,93.2,100.2
Cc1ccc(CN(C(=O)c2cccs2)C2CCS(=O)(=O)C2)cc1 (configuration not stated),0.0,nt,0.1,100.0,85.3,98.7,118.4,110.2
CCn1c(SCC(=O)Nc2nc3c(s2)CCCC3)nnc1-c1ccccc1,0.2,99.3,1.0,98.5,102.7,105.3,104.1,99.1
CC(C)(C)c1ccc(OCCC(=O)OCC(=O)NC2CCCCC2)cc1,0.2,84.3,0.8,100.2,97.8,89.2,97.4,90.6
Cc1cc(NC(=O)c2ccc(C#N)cc2)n(-c2ccccn2)n1,0.0,92.7,1.8,97.5,97.4,93.8,94.9,94.5
CSCCC(NC(=O)COc1ccccc1)C(=O)OCCOc1ccc(C)cc1 (configuration not stated),0.1,96.5,2.6,120.7,111.5,99.7,115.3,98.3
Cc1cccc(N2CCN(C(=O)c3cc4c(=O)n(C)c5ccccc5c4n3C)CC2)c1C,0.0,101.5,2.2,93.3,105.0,105.9,106.3,96.8
CCCNC(=O)NC(=O)CN1C(=O)NC(C)(c2ccc3ccccc3c2)C1=O (configuration not stated),0.2,95.6,2.5,103.6,99.8,98.3,102.8,97.7
COc1cc(C(=O)NCCc2ccc(F)cc2)ccc1OCC(=O)N1CCOCC1,-0.1,104.5,-1.5,88.1,101.8,107.3,96.0,92.7
O=C(c1ccc(N2C(=O)c3ccccc3C2=O)cc1)N1CCCCC1,0.8,98.8,1.2,99.6,106.4,87.4,118.0,102.4
Cc1cccnc1NC(=O)CNC(=O)c1sc2ccccc2c1Cl,0.0,96.5,12.0,169.8,101.0,102.6,99.4,100.0
CN(C(=O)COC(=O)c1ccc[nH]c1=O)C1CCCCC1,0.1,96.2,-1.1,100.9,102.4,98.7,92.6,89.2
CN(Cc1ccccc1)c1nc2c(c(=O)[nH]c(=O)n2C)n1CCOc1ccccc1,0.1,102.7,-1.2,109.0,106.0,102.6,98.8,98.2
Cc1ccc(C)c(Cn2c(=O)c3c(nc4n3CCN4Cc3ccco3)n(C)c2=O)c1,-0.1,90.1,3.8,92.7,115.3,105.8,101.0,97.1
CCC(CC)N1CCN(C(=O)c2cc(OC)c(OC)c(OC)c2)CC1,0.0,101.7,-1.1,101.8,90.4,97.4,99.1,98.7
CCn1ncc(N2CCOCC2)c(Cl)c1=O,0.1,99.9,0.5,105.2,88.6,101.0,100.2,98.5
O=C(O)c1cc(-c2ccc(/C=N/N3C(=O)C4C5C=CC(C6CC56)C4C3=O)o2)ccc1Cl (configuration not stated),-0.4,103.6,5.9,129.9,100.7,101.9,100.5,98.0
O=S(=O)(Nc1nc2ccccc2nc1N1CCN(CCO)CC1)c1cc(F)ccc1F,0.2,94.4,0.3,103.9,82.4,90.7,89.8,90.8
NC(=O)C1CCN(C(=O)c2ccco2)CC1,-0.1,100.7,0.5,109.8,95.8,98.9,105.3,96.7
O=C1[C@H]2[C@H](ON3CCCC[C@H]23)C(=O)N1c1ccc(Cl)cc1,0.0,94.6,0.3,102.7,109.8,105.1,102.0,97.1
COC(=O)c1ccc(C(=O)N(C)C2CCCN(Cc3ccccc3F)C2)nc1 (configuration not stated),-0.1,98.0,-0.6,100.5,97.0,134.7,102.6,102.0
O=C1NC2(CCCCC2)C(=O)N1CCS(=O)(=O)Oc1ccc(Br)cc1,-0.2,95.4,9.0,111.2,100.1,104.7,96.7,93.4
O=c1oc(CCO)cc2ccc(-c3ccc4[nH]ccc4c3)cc12,-0.3,87.5,18.2,93.2,99.7,88.9,88.7,92.7
Cc1c(C(=O)NN)nn(-c2ccc(Cl)cc2)c(=O)c1C#N,0.0,106.7,26.5,126.8,109.7,106.5,104.4,107.9
Cc1ccc(O)c(-c2cc(-c3ccc(F)cc3)no2)c1,-0.1,104.3,-6.9,103.7,89.5,94.0,96.4,99.3
O=C(Nc1cccc(C(F)(F)F)c1)Nc1ccc(N2CCCC2)c(S(=O)(=O)Nc2ccccc2Cl)c1,0.2,81.9,7.3,97.3,80.3,88.8,81.1,102.2
Cc1ccccc1C(O)c1ccccn1 (configuration not stated),0.0,90.0,1.5,114.3,94.9,92.5,92.1,92.0
CC(O)CNc1nc2c(c(=O)n(Cc3cccc(Cl)c3)c(=O)n2C)n1C (configuration not stated),0.1,105.0,1.9,130.6,87.4,101.1,107.2,104.6
COc1cccc(CN2CCN(C(=O)c3cc(-c4ccccn4)nc4ccc(Cl)cc34)CC2)c1,0.1,91.9,14.9,124.6,95.7,86.0,99.2,99.0
